# Source: PubChem BioAssay (several laboratories)
# INS promoter inh: TRM-6 insulin promoter activity inhibition. actives 0.9% (n = 130,000). inhibition, % at 2 µM. TRM-6 cells (human fetal islet line), insulin promoter-eGFP reporter, imaging; reporter expression induced with tamoxifen;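 active = inhibition above the mean plus 3 SD, with well images judged a real hit on visual review, cut at about 60% in these data, passing the limit was not always enough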
# sdo1 growth: sdo1-depleted yeast growth rescue; actives 0.21% (n = 140,000); S. cerevisiae sdo1-depleted JHY4D growth rescue, OD600 30 h; stronger effect = higher value; pdr5 snq2 efflux-pump mutant strain; z-score at 10 µM;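 active = z-score above 3 at both the 24 hr and the 30 hr optical density reads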;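 also: z-score against mean and SD of all compound wells on the same plate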
# sdo1 growth Rescue 24 h: further read-out of sdo1 growth, marked with its call; z-score; S. cerevisiae sdo1-depleted JHY4D growth rescue, OD600; measured here: growth rescue at 24 h;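 0 is the plate mean of compound wells and units are plate SD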
# The depositor's hits bear a star; x = not tested or not shown.
# Every second line gives: INS promoter inh, sdo1 growth, sdo1 growth Rescue 24 h
CN(C)/C=N/C(=S)Nc1cc(Cl)cc(Cl)c1
 : -9, x, x
CCC(Oc1ccccc1)C(=O)Nc1ccc(S(=O)(=O)NCC2CCCO2)cc1 (stereo unspecified)
 : 24, -0.71, -1
CCOC(=O)N1CCN=C1SCc1ccc(Cl)c(Cl)c1
 : -58, x, x
O=C(O)c1ccccc1CSc1ccccn1
 : -18, x, x
CCCCN(CC)CCNc1c(NC2CCN(C(=O)OCC)CC2)c(=O)c1=O
 : x, 0.22, -0.47
Cc1onc(-c2ccccc2)c1C(=O)NCCc1ccc(S(N)(=O)=O)cc1
 : x, -0.11, -0.46
Cc1ccccc1OCC(O)Cn1c(NCc2ccco2)nc2c1c(=O)n(C)c(=O)n2C (stereo unspecified)
 : -58, -0.37, -0.32
C=CCn1c(-c2cccn(Cc3ccc(Cl)cc3Cl)c2=O)n[nH]c1=S
 : -35, 0.81, 0.65
COc1ccc(C(=O)c2c[nH]c(C(=O)NCc3ccco3)c2)cc1
 : x, -0.46, -1.2
CCn1c(=O)cc(OCC(=O)NCCCN2CCC(C)CC2)c2ccccc21
 : -39, -0.69, -0.93
CCOc1ccc2oc(-c3ccccc3)c(C(=O)N3CCN(C)CC3)c2c1
 : x, -1.3, -1.4
COc1ccc(C(=O)CCC(=O)O)cc1
 : x, -0.68, -0.94
C=CCC1c2cccc(C(=O)O)c2C(=O)N1c1ccc(F)cc1 (stereo unspecified)
 : -30, -0.46, -0.64
O=C(O)CC1Sc2nc3ccccc3n2C1=O (stereo unspecified)
 : 0, 0.27, 0.24
CCOC(=O)N1CCC(Nc2c(NCCCN(C)Cc3ccccc3)c(=O)c2=O)CC1
 : x, 0.84, 0.39
Cc1ccc2nc(SCC(=O)c3ccc4c(c3)OCO4)[nH]c2c1
 : 0, -0.86, -0.4
CCOC(=O)c1cc(-c2ccc(Cl)cc2)nc2onc(C)c12
 : -21, -0.21, -0.21
Cc1cc(C)n(-c2ccc(C(=O)OC(C)C)cc2)n1
 : x, 0.46, 1.1
Cc1ccc(N(C(=O)c2ccncc2)C2C=CS(=O)(=O)C2)cc1 (stereo unspecified)
 : x, 1.3, 2.6
Cc1c(NC(=O)CSc2ccccn2)c(=O)n(-c2ccccc2)n1C
 : -151, 0.1, 0.22

# More records:
# Every second line gives: INS promoter inh, sdo1 growth, sdo1 growth Rescue 24 h
Cc1nnc(NC(=O)CSc2nccn2-c2cccc(C)c2C)s1
 : x, -1.6, -1.1
Cc1cccc2sc(NC(=O)CN3C(=O)c4ccccc4C3=O)nc12
 : x, -0.39, 0.73
CCCCOc1ccccc1NC(=O)Cn1c(-c2nonc2N)nc2ccccc21
 : x, -0.37, 1.4
COc1ccc(NC2=C(Cl)C(=O)N(CCc3ccccc3)C2=O)c(OC)c1
 : -11, -1.1, -0.48
COc1ccc(C2C(=O)N(CCc3ccccc3)CC(=O)N2C2CCCCC2)cc1 (stereo unspecified)
 : -16, -1.4, -1.3
O=C(COc1ccc(CO)cc1)Nc1ccc(F)cc1
 : 30, -0.2, -0.91
Cc1occc1C(=O)Nc1nnc(C2CCCCC2)s1
 : x, -1.4, -1.5
Cc1c(C(=O)N(C)C)sc2nc(-c3ccccn3)[nH]c(=O)c12
 : 17, -0.12, -1
CCn1c(N2CCN(C(=O)Nc3ccc(F)cc3)CC2)nc2ccccc21
 : -41, -0.18, -0.76
Cc1ccc(-c2cc(C(=O)NCCCN3CCOCC3)no2)cc1
 : 23, 1.6, 1.2
O=C(c1cn(-c2ccccc2)nc1-c1cccs1)N1CCOCC1
 : -47, 0.98, 1.5
Cc1ccc(-n2nnc3c(=O)n(Cc4cc(C)ccc4C)cnc32)cc1
 : 61, -0.62, 0.56
O=C(O)CCCCCN1C(=O)c2ccc(C(=O)O)cc2C1=O
 : x, 1.5, 0.98
Cc1cc(NC(=O)c2ccc(C)s2)n(-c2ccccc2)n1
 : 29, 0.09, -0.04
CN(C)S(=O)(=O)c1ccc(Nc2nc(C3CC3)nc3c2nnn3Cc2ccccc2Cl)cc1
 : 61, -1.1, -0.98
CC1CCN(c2c(NCC3CCC(C(=O)NCCc4ccccc4)CC3)c(=O)c2=O)CC1 (stereo unspecified)
 : -25, 1.4, 1.6
CCn1c(CN2CCN(c3cccc(C)c3C)CC2)n[nH]c1=S
 : 0, -1.1, 0.7
Cc1ccc(C(=O)Nc2c(-c3cccs3)nc3cc(C)ccn23)cc1
 : 21, -0.07, -0.89
Cc1nc2sc(C(=O)Nc3ccccc3)c(N)c2c(C)c1[N+](=O)[O-]
 : -36, x, x
COC(=O)c1ccc(CSc2ncn[nH]2)o1
 : x, 0.79, 0.13

# Other structures
# Every second line gives: INS promoter inh, sdo1 growth, sdo1 growth Rescue 24 h
O=C(Nc1ccc2sc3ccccc3c(=O)c2c1)c1ccccc1Cl
 : -44, 1.4, 1.9
O=c1c2sccc2nc(SCc2cc(=O)n3cc(Br)ccc3n2)n1Cc1ccccn1
 : 36, x, x
O=C1NC(Cc2c[nH]c3ccccc23)C(=O)N1c1ccc(F)cc1 (stereo unspecified)
 : -13, 1.1, 1.2
COc1nc(C)nc2c1sc(=S)n2C
 : 7, -0.12, -0.94
CCN1CC2([N+](=O)[O-])CC=C(OC)C([N+](=O)[O-])(C1)C2 (stereo unspecified)
 : x, 0.85, 0.81
Cc1cc2c3c(c1)C(C)(c1ccccc1)CC(C)(C)N3C(=O)C21C(C#N)=C(N)OC2=C1C(=O)CC(C)(C)C2 (stereo unspecified)
 : -38, -1.1, -1.4
O=C(NCc1ccccc1)c1ccc(-c2ccccc2F)o1
 : 15, -2.2, -1.7
COc1cccc(C(=O)OCC(=O)Nc2ccccc2N2CCOCC2)c1
 : x, -0.13, 0.09
COC(=O)c1cncc(O)c1
 : 6, 0.39, 1.2
COCCNC(=O)/C(C#N)=C/C(C)=C/c1ccccc1
 : -14, 1.3, 1.4
N#CCSc1nnc(-c2ccccc2)c(-c2ccccc2)n1
 : 5, -0.71, 0.09
COc1ccc(CCNc2ncnc3sccc23)cc1OC
 : 7, x, x
CCOC(=O)Cn1nc(C)c(NC(=O)COc2cccc(Cl)c2)c1C
 : 0, x, x
CCNc1nc(NC(C)C)nc(N(C#N)CCOc2ccccc2)n1
 : 57, -1.4, -1.6
COC(=O)c1[nH]c(C)c(/C(O)=C2\C(=O)C(=O)N(CCCN3CCOCC3)C2c2ccccn2)c1C (stereo unspecified)
 : -7, 1, 1
CN(Cc1cccc(F)c1)CC(O)COCc1ccccc1Cl (stereo unspecified)
 : 55, x, x
COc1cccc(NC(=O)N(CCCN2CCOCC2)C(C)c2cc3cccc(OC)c3o2)c1 (stereo unspecified)
 : -56, -0.79, -1.3
Cc1ccc(CC(=O)N2CCN(c3ccccn3)CC2)cc1
 : 7, -0.06, 0.04
CN(Cc1ccccc1)C(=O)C1CCN(S(=O)(=O)c2cc([N+](=O)[O-])ccc2Cl)CC1
 : x, 0.79, 1.5
C/C(=N\NC(=S)Nc1cccc(C)c1)c1ccccc1
 : x, -1.6, -1.2

# Two compounds drawn at random from those above:
# Every second line gives: INS promoter inh, sdo1 growth, sdo1 growth Rescue 24 h
C/C(=N\NC(=S)Nc1cccc(C)c1)c1ccccc1
 : x, -1.6, -1.2
Cc1ccc(CC(=O)N2CCN(c3ccccn3)CC2)cc1
 : 7, -0.06, 0.04

# The results go on:
# Every second line gives: INS promoter inh, sdo1 growth, sdo1 growth Rescue 24 h
O=C(Cc1ccc(-n2cccc2)cc1)N1CCc2ccccc21
 : x, -1.1, -1
COc1ccc(C(=O)C(/C=N/O)=N/Nc2ccc(F)cc2)cc1
 : 12, x, x
O=C(Cc1ccccc1)NCC(=O)N1CCCCCC1
 : -14, 0.14, -0.05
COc1ccc(CNC(=O)C2COc3ccccc3O2)cc1 (stereo unspecified)
 : 37, -0.8, -0.83
CSc1ncc(Cl)c(C(=O)C(C#N)c2nc3c(C)cc(C)cc3c(=O)[nH]2)n1 (stereo unspecified)
 : -11, 0.3, 0.25
COc1ccc(C)cc1NC(=O)C(Sc1nnc(Nc2cc(C)ccc2OC)s1)c1ccccc1 (stereo unspecified)
 : 8, -0.09, 0.89
O=S(=O)(c1ccc(Cl)cc1)c1snnc1-c1ccccc1
 : 3, -0.83, -0.88
Cc1ccc(-c2nc(CS(=O)CC(=O)NCc3ccc(Cl)cc3)c(C)o2)cc1 (stereo unspecified)
 : x, -1.3, -0.8
O=C(c1cccnc1)N1CCN(C(=O)c2cccs2)CC1
 : -456, 0.23, -0.38
Cn1c(SCC(=O)c2cc3ccccc3o2)nnc1-c1ccccc1
 : x, 0.61, 0.9
Cc1ccc(NC(=O)C2CCCN2S(=O)(=O)c2ccc3c(c2)n(C)c(=O)c(=O)n3C)cc1C (stereo unspecified)
 : -66, 0.63, -0.67
Cc1cnc(C(=O)OCC(=O)N(C(C)C)C(C)C)cn1
 : 49, 0.46, -1.1
COc1cccc(OCc2nc3ncc(Br)cc3[nH]2)c1
 : x, -1.3, 0.05
Cc1cccc(C(=O)NC2CCN(C(=O)N3CCOCC3)CC2)c1
 : 6, 0.91, 0.03
CCN(CC)c1ccc(CN2CCC(C(=O)NCc3ccc(C)cc3)CC2)cc1
 : -12, x, x
O=C1C2CCCN2C(c2ccccc2F)N1c1ccc(F)cc1 (stereo unspecified)
 : x, 0.25, -0.29
CCOC(=O)c1ccccc1NC(=O)c1cc2sccc2n1C
 : 26, 0.92, 1.9
O=C(O)CN1CCNCC1
 : -64, 0.59, 0.74
COC(=O)c1ccc(Oc2nc(N3CCCCC3)nc(N3CCOCC3)n2)cc1
 : 46, -0.42, -0.1
CC(=O)c1cccc(NC(=O)CSc2nnc(-c3cccnc3)o2)c1
 : -469, 1.3, 0.93

# Among those listed so far, six contain a COOH group:
# Every second line gives: INS promoter inh, sdo1 growth, sdo1 growth Rescue 24 h
O=C(O)c1ccccc1CSc1ccccn1
 : -18, x, x
COc1ccc(C(=O)CCC(=O)O)cc1
 : x, -0.68, -0.94
C=CCC1c2cccc(C(=O)O)c2C(=O)N1c1ccc(F)cc1 (stereo unspecified)
 : -30, -0.46, -0.64
O=C(O)CC1Sc2nc3ccccc3n2C1=O (stereo unspecified)
 : 0, 0.27, 0.24
O=C(O)CCCCCN1C(=O)c2ccc(C(=O)O)cc2C1=O
 : x, 1.5, 0.98
O=C(O)CN1CCNCC1
 : -64, 0.59, 0.74

# Remaining list, next part
# Every second line gives: INS promoter inh, sdo1 growth, sdo1 growth Rescue 24 h
COC(=O)c1c(N)n(-c2cc(OC)cc(OC)c2)c2nc3ccccc3nc12
 : 25, x, x
CC(Cc1ccccc1)C(=O)Nc1ccccc1 (stereo unspecified)
 : 24, 1.4, 2.4
O=C(OCC#CCSc1nc2ccccc2s1)c1ccco1
 : -191, -1.1, -0.03
Cn1c(=O)c2c(nc(NCc3ccccc3)n2CC(=O)NCc2ccccc2)n(C)c1=O
 : -68, -0.13, 1.1
CC(C)CC(=O)Nc1nnc(-c2ccco2)s1
 : 51, 0.53, 0.78
CC(Nc1n[nH]c(=S)[nH]c1=O)C(=O)OCc1ccccc1 (stereo unspecified)
 : 31, 0.45, 0.43
Cc1occc1C(=O)n1nnc2ccccc21
 : -407, 0.48, 0.19
COC(=O)C1=C(C)NC(=O)NC1c1ccsc1 (stereo unspecified)
 : 6, 0.45, -0.84
CC(C)Oc1ccc(/C(O)=C2/C(=O)C(=O)N(CCN3CCOCC3)C2c2ccccc2)cc1 (stereo unspecified)
 : -3, 1.5, 1.2
CCn1nc(NC(=O)c2cccnc2)c2cc3cccc(C)c3nc21
 : -47, -0.31, 1.4
Cc1ccc(-c2nc3ccccc3s2)cc1S(=O)(=O)N1CCCC1
 : 4, -1.4, 0.13
COc1ccc(-n2c(O)c(/C=N/NS(=O)(=O)c3ccc(C)c([N+](=O)[O-])c3)c3ccccc3c2=O)cc1OC
 : -71, x, x
CC(=O)Nc1ccc(C(=O)N(C)c2ccccc2)cc1
 : 42, 0.49, -0.25
O=C1NC2(CCCCC2)Oc2ccccc21
 : -7, -1.2, -0.96
CCOCC(=O)Nc1sc2c(c1C(=O)OCC)CCCC2
 : -340, -1.3, -1.4
CC1CCc2cc(F)ccc2N1S(=O)(=O)c1ccc(Cl)nc1 (stereo unspecified)
 : -3, -0.79, -0.63
CCCCn1c(-c2csc(CC)c2)n[nH]c1=S
 : -38, -0.87, -0.78
CCNS(=O)(=O)c1ccc(NC(=O)c2ccccc2OCC)cc1
 : -206, -0.09, 0.13
COc1ccc(NC(=O)C(c2ccc(C)cc2)N(C)C(=O)c2cnccn2)cc1 (stereo unspecified)
 : x, 0.65, 0.39
COc1ccc2nc(SCC(=O)Nc3ccccc3C)[nH]c2c1
 : -29, -0.79, -1.1

# Going on with the list:
# Every second line gives: INS promoter inh, sdo1 growth, sdo1 growth Rescue 24 h
COc1ccc(-c2csc3ncn(-c4cccc(C)c4)c(=O)c23)cc1OC
 : 57, x, x
Cc1ccc(S(=O)(=O)c2cc3c(=O)n4ccccc4nc3n(C)c2=N)cc1
 : x, 1.1, 2
CCN(CC)c1ccc(/C=N/N2CCOCC2)c(O)c1
 : -33, -0.19, -0.33
O=C(N/N=C/c1ccc(OC(F)F)cc1OC(F)F)c1ccc(Br)cc1
 : x, -1.4, -1.5
COCCNC(=S)N(CCc1c(C)[nH]c2ccc(F)cc12)Cc1cccs1
 : -89, x, x
C=CCNC(C(=O)Nc1cccc(OC)c1)c1ccccc1 (stereo unspecified)
 : 7, x, x
COc1ccc(C2=NOC(C(=O)Nc3ccc(C)cc3)C2)cc1OC (stereo unspecified)
 : x, -0.33, -0.01
O=C(CCC(=O)c1cccs1)NCc1ccccc1
 : 38, -0.53, -0.69
CC(C(=O)NCc1ccccn1)c1ccc([N+](=O)[O-])cc1 (stereo unspecified)
 : 65, x, x
Cc1nnc(SCC(=O)Nc2sc3c(c2C(N)=O)CCCC3)[nH]c1=O
 : 21, 0.86, 0.75
CCCn1c(SCC(=O)c2ccc3c(c2)OCCO3)nnc1-c1ccco1
 : -16, -0.62, -0.71

# An unsorted share of the library; overall some 0.99% were active at least once.
